Bioassay records: PubChem, National Center for Advancing Translational Sciences (NCATS)
EPAC1 agonist: qHTS for Agonist of cAMP-regulated guanine nucleotide exchange factor 3 (EPAC1): primary screen; Rap guanine nucleotide exchange factor 3 (Homo sapiens), O95398; EPAC1 agonist qHTS, biochemical assay; response scale: 100% = response to 6.5 mM cAMP; Potency, µM (highest dose often 154 µM), for inactives: top-dose activation, most hits filed as activators; hit rate 0.073% among 360,000; AID 720707, 2013; further: potency means the concentration at half of the fitted maximal effect; nearly all actives have a fitted effect of over 60% in size
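Normalized to 6.5 mM cAMP, activity reflects EPAC1-catalysed release of BODIPY-GDP from Rap1B, followed kinetically over 30 min at 480 nm excitation, 540 nm emission. Reaction contained 100 nM EPAC1, 250 nM Rap1B-BODIPY-GDP, 50 uM GDP.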
CCT modulator: High-Throughput Screening for Modulators of Cytosolic Chaperonin Activity; purified chaperonin ATPase assay, HTRF ADP detection, 30 min; activity change, % (no concentration beside the values), hits read low; hit rate 0.3% among 360,000; AID 651819, 2012; in the data active means activity change below about -30%; further: on the % scale 0 is the no-effect control and ±100 the full control effect
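ATPase activity: ADP formed was measured by HTRF Transcreener (665/615 nm ratio) after 30 min at 37 deg C with 10 uM ATP. Compounds screened at one 76 uM concentration against 40 or 20 nM TRiC in Tris pH 7.4/KCl/MgCl2/DTT buffer.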
EPAC2 antagonist: qHTS for Antagonist of cAMP-regulated guanine nucleotide exchange factor 2 (EPAC2): primary screen; Rap guanine nucleotide exchange factor 4 (Homo sapiens), Q8WZA2; EPAC2 GEF exchange of Rap1B-BODIPY-GDP, fluorescence; Potency, µM (doses to about 114 µM), for inactives: at the highest dose activity, negative = inhibition, usual class: inhibitors; hit rate 0.18% among 360,000; further: potency means the concentration at half of the fitted maximal effect; on the % scale 0 is the no-effect control and ±100 the full control effect; nearly all actives have a fitted effect of over 45% in size; many of its hits are not listed in these tables
PI5P4K alpha inh: qHTS for Inhibitors of phosphatidylinositol 5-phosphate 4-kinase (PI5P4K) | PI5P4Kalpha enzyme, ADP-Glo luminescence, 60 min; hits give low values | Phosphatidylinositol 5-phosphate 4-kinase type-2 alpha (Homo sapiens), P48426 | hit rate 1.2% among 330,000 | max response, %; active means max response of -50% or lower; inconclusive means between -30% and -50%; inactive means -30% or higher; further: value at the top dose of about 77 µM; on the % scale 0 is the no-effect control and ±100 the full control effect
Target sequence (P48426 whole entry, looked up): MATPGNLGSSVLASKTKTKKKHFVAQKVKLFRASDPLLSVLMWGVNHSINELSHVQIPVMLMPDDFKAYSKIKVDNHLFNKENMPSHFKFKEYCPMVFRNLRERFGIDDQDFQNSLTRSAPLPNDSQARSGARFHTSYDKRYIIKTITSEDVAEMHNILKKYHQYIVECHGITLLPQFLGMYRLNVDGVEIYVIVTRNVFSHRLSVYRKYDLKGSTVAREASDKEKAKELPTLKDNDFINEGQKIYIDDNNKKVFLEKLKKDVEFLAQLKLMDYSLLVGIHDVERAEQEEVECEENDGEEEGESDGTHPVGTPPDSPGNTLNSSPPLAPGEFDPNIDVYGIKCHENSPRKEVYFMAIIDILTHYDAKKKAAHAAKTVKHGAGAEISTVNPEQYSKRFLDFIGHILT
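ADP-Glo luminescence end-point read after a 60 min room-temperature kinase reaction of PI5P4Kalpha plus substrate, initiated with ATP at 5 microM final. Buffer: 0.038 M HEPES pH 7.4, EGTA, 0.1% CHAPS, 5% DMSO.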
Mm-Cpn inhibitor: Inhibitors of TCP-1 ring complex (TRiC) of Methanococcus maripaludis (MmCpn): qHTS | Potency, µM (series often up to 76.9 µM), for the others: top-dose activity, negative = inhibition, hits mostly inhibitors | AID 504842, 2011 | hit rate 0.031% among 330,000 | purified Mm-Cpn ATPase, ADP Transcreener TR-FRET | Chaperonin Mm-Cpn (Methanococcus maripaludis); further: potency means the concentration at half of the fitted maximal effect; on the % scale 0 is the no-effect control and ±100 the full control effect; nearly all actives have a fitted effect of over 80% in size
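25 nM Mm-CPN + cpd, 10 min 37°C; + 10 uM ATP, 30 min 37°C; buffer 30 mM Tris pH 7.4, 100 mM KCl, 5 mM MgCl2, 1 mM DTT; Transcreener ADP HTRF detection 30 min RT.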
PLK1 PBD block: qHTS for Inhibitors of PLK1-PDB (polo-like kinase 1 - polo-box domain): Primary Screen | Serine/threonine-protein kinase PLK1 (Homo sapiens), P53350 | Plk1 PBD binding of FITC phosphopeptide, fluorescence polarization | Potency, µM, without a hit: max response, negative = inhibition, actives largely listed as inhibitors | hit rate 2.8% among 360,000 | AID 720504, 2013; further: potency means the concentration at half of the fitted maximal effect; series mostly up to about 57 µM; on the % scale 0 is the no-effect control and ±100 the full control effect; nearly all actives have a fitted effect of over 65% in size
Target sequence (P53350 whole entry, looked up, the tested form may be a part): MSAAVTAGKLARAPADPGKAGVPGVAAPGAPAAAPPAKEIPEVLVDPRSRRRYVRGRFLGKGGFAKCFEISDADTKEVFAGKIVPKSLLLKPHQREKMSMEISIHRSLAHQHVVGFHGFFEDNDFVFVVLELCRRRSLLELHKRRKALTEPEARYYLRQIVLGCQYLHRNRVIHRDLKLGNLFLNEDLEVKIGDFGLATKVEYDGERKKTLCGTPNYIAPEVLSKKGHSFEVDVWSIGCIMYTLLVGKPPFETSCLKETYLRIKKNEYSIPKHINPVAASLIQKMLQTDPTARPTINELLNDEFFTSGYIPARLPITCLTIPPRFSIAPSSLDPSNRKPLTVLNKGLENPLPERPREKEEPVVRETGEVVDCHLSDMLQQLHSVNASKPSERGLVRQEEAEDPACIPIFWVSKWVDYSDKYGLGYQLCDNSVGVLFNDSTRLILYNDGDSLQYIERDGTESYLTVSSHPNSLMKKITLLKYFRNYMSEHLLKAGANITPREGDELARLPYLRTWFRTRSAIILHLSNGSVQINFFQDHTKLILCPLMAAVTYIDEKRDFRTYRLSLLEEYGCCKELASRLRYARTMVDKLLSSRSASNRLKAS
EPAC1 antagonist: qHTS for Antagonist of cAMP-regulated guanine nucleotide exchange factor 3 (EPAC1): primary screen. EPAC1 GEF assay, Rap1b-BODIPY-GDP exchange fluorescence. hit rate 0.14% among 360,000. Potency, µM (highest dose often 115 µM), for inactives: top-dose activity change, negative = inhibition, usual class: inhibitors;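 further: potency means the concentration at half of the fitted maximal effect; plate controls were vehicle for no effect and positive control for full effect; nearly all actives have a fitted effect of over 50% in size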
WRN inhibitor: qHTS for Inhibitors of WRN Helicase. WRN helicase unwinding, fluorescent forked duplex, kinetic. Bifunctional 3'-5' exonuclease/ATP-dependent helicase WRN (Homo sapiens), Q14191. AID 651768, 2012. Potency, µM (series often up to 114 µM), without a hit: at the highest dose activity change, negative = inhibition, most hits filed as inhibitors. hit rate 0.46% among 360,000; further: potency means the concentration at half of the fitted maximal effect; on the % scale 0 is the no-effect control and ±100 the full control effect; nearly all actives have a fitted effect of over 55% in size
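Screening of the MLSMR collection measured strand separation of a quenched forked DNA duplex (100 nM) by 20 nM WRN with 2 mM ATP, all final. Compounds were preincubated with enzyme 15 min at room temperature.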
The depositor's hits bear a star; [ ] = dose if it differs, or a comment. Unless noted, the call rests on the fitted dose curve; in most records, active means well fitted curve in the direction sought with a large enough effect; inconclusive means small, poorly fitted or top-dose-only effect, or another doubt; inactive means no such curve, though single readings can be large; an effect the other way counts as inactive or inconclusive. A portion of the library; count on the stated rates, not on these rows.

Cc1ccc(S(=O)(=O)NCC(=O)NCC(=O)NC(C)c2ccccc2Br)cc1C (stereo not given) was read as EPAC1 agonist 1%, CCT modulator -3.3, EPAC2 antagonist -11%, PI5P4K alpha inh -6, Mm-Cpn inhibitor 0%, PLK1 PBD block -10%, EPAC1 antagonist -29% and WRN inhibitor 9%.
`CCN(CC)S(=O)(=O)c1ccc(Cl)c(NC(C)=O)c1` gave EPAC1 agonist -1%, CCT modulator -2.0, EPAC2 antagonist -3%, PI5P4K alpha inh -2, Mm-Cpn inhibitor 1%, PLK1 PBD block -21%, EPAC1 antagonist -1% and WRN inhibitor -2%.
Screening CC1CCC/C(=C\Nc2ccccc2C(=O)O)C1=O (stereo not given) returned EPAC1 agonist 0%, CCT modulator 0.4, EPAC2 antagonist -7%, Mm-Cpn inhibitor -3%, PLK1 PBD block -4%, EPAC1 antagonist 0% and WRN inhibitor -8%.
`COc1cc(NC(=S)NN2CCOCC2)cc(OC)c1` gave EPAC1 agonist 5%, CCT modulator -3.4, EPAC2 antagonist -2%, PI5P4K alpha inh -5, PLK1 PBD block -5%, EPAC1 antagonist 6% and WRN inhibitor 0%.
N/C(=N\OC(=O)C12CC3CC(CC(C3)C1)C2)c1ccccn1 was read as EPAC1 agonist -2%, CCT modulator 1.9, EPAC2 antagonist -1%, PI5P4K alpha inh 2, Mm-Cpn inhibitor -1%, PLK1 PBD block 1%, EPAC1 antagonist 2% and WRN inhibitor 3%.
COc1ccc(NC(=O)N(C)C[C@@H]2OCc3ccccc3-c3c(n(C)c4ccccc34)C(=O)N([C@H](C)CO)C[C@H]2C)c(OC)c1 was read as EPAC1 agonist 15%, CCT modulator -13, EPAC2 antagonist -9%, PI5P4K alpha inh -5, PLK1 PBD block -23%, EPAC1 antagonist -16% and WRN inhibitor 5%.
COc1cc(NC(=O)c2ccccc2)ccc1NC(=O)c1cc2ccccc2o1 was read as EPAC1 agonist -3%, CCT modulator -1.2, EPAC2 antagonist -16%, PI5P4K alpha inh -1, Mm-Cpn inhibitor -5%, PLK1 PBD block -4%, EPAC1 antagonist -8% and WRN inhibitor 16%.
NS(=O)(=O)c1ccc(CNC(=O)/C=C/c2ccccc2)cc1 was read as EPAC1 agonist -1%, CCT modulator 0.3, EPAC2 antagonist 5%, PI5P4K alpha inh -10, Mm-Cpn inhibitor 4%, PLK1 PBD block 27µM*, EPAC1 antagonist 1% and WRN inhibitor -1%.
For CCC1(C)Cc2ccccc2-c2[nH][nH]c(=O)c21 (stereo not given) the results were EPAC1 agonist -3%, CCT modulator -3.1, EPAC2 antagonist -18%, PI5P4K alpha inh 2, Mm-Cpn inhibitor 1%, PLK1 PBD block -11%, EPAC1 antagonist -7% and WRN inhibitor inconclusive.
`O=C(c1ccc(-c2cccc(C(F)(F)F)c2)o1)N1CCCC(C(F)(F)F)C1` (stereo not given) gave EPAC1 agonist -19%, CCT modulator -0.5, EPAC2 antagonist inconclusive, PI5P4K alpha inh 28, Mm-Cpn inhibitor -2%, PLK1 PBD block 3%, EPAC1 antagonist inconclusive and WRN inhibitor -8%.
For O=S(=O)(NCc1c(Cl)cccc1Oc1ccccc1)c1ccc(F)cc1 the results were EPAC1 agonist 9%, CCT modulator 0.9, EPAC2 antagonist -24%, PI5P4K alpha inh 0, Mm-Cpn inhibitor 6%, PLK1 PBD block 4%, EPAC1 antagonist -20% and WRN inhibitor -11%.
`O=C1c2ccccc2C(=O)C1C(=O)C1CC1` gave EPAC1 agonist 7%, CCT modulator 0.3, EPAC2 antagonist 4%, PI5P4K alpha inh -4, PLK1 PBD block -5%, EPAC1 antagonist -4% and WRN inhibitor 2%.
`CCc1ccc(NC(=O)C2CCN(S(=O)(=O)c3cnc[nH]3)CC2)cc1` gave EPAC1 agonist 9%, CCT modulator -0.2, EPAC2 antagonist 4%, PI5P4K alpha inh 0, Mm-Cpn inhibitor 2%, PLK1 PBD block -13%, EPAC1 antagonist 15% and WRN inhibitor 7%.
Screening CC(=O)CCC(=O)N1CCCC(N2CCN(c3cccc(Cl)c3)CC2)C1 (stereo not given) returned EPAC1 agonist -4%, CCT modulator -4.0, EPAC2 antagonist 12%, PI5P4K alpha inh -3, Mm-Cpn inhibitor 0%, PLK1 PBD block -15%, EPAC1 antagonist -8% and WRN inhibitor 10%.
Screening CCC(C)[C@H]1COCCS(=O)(=O)N1Cc1ccc(C)cc1 (stereo not given in full) returned EPAC1 agonist -20%, CCT modulator -0.4, EPAC2 antagonist inconclusive, PI5P4K alpha inh 6, Mm-Cpn inhibitor 3%, PLK1 PBD block -8%, EPAC1 antagonist inconclusive and WRN inhibitor 3%.
`CNc1nc(C)nc(-n2nc(C)cc2C)n1` gave EPAC1 agonist -9%, CCT modulator -1.4, EPAC2 antagonist -2%, PI5P4K alpha inh -6, Mm-Cpn inhibitor -1%, PLK1 PBD block -11%, EPAC1 antagonist 5% and WRN inhibitor 6%[57.1 µM].
Screening CCOC(=O)N1CCN(C(=O)c2[nH]c(C(F)(F)F)nc2-c2ccccc2)CC1 returned EPAC1 agonist 4%, CCT modulator 0.6, EPAC2 antagonist 7%, PI5P4K alpha inh -4, PLK1 PBD block -6%, EPAC1 antagonist 7% and WRN inhibitor 0%.
For O=C(O)c1cc(-c2ccc3ccccc3c2)nc2ccc(F)cc12 the results were EPAC1 agonist 1%, CCT modulator -3.0, EPAC2 antagonist -12%, PI5P4K alpha inh -4, Mm-Cpn inhibitor -1%, PLK1 PBD block -3%, EPAC1 antagonist -3% and WRN inhibitor -1%.
`COCC(C)n1c(C)cc(C(=O)COc2ccc(N(C)S(=O)(=O)c3ccc(NC(C)=O)cc3)cc2)c1C` (stereo not given) gave EPAC1 agonist -5%, CCT modulator 2.8, EPAC2 antagonist -1%, PI5P4K alpha inh 1, Mm-Cpn inhibitor -2%, PLK1 PBD block -1%, EPAC1 antagonist -2% and WRN inhibitor -16%.
Screening Cc1ccccc1NC(=O)Cc1nnc(N)s1 returned EPAC1 agonist 1%, CCT modulator 1.2, EPAC2 antagonist -1%, PI5P4K alpha inh 2, Mm-Cpn inhibitor 1%, PLK1 PBD block -14%, EPAC1 antagonist inconclusive and WRN inhibitor -25%.
For COc1ccccc1NC(=O)Nc1ccc2c(c1)CCC2 the results were EPAC1 agonist -3%, CCT modulator -1.3, EPAC2 antagonist -15%, PI5P4K alpha inh 6, Mm-Cpn inhibitor inconclusive, PLK1 PBD block 4%, EPAC1 antagonist 6% and WRN inhibitor 2%.
`CN(C)c1ccc(/C=N/NC(=O)CN(c2ccccc2Cl)S(C)(=O)=O)cc1Br` gave EPAC1 agonist 11%, CCT modulator 0.9, EPAC2 antagonist 3%, PI5P4K alpha inh 2, Mm-Cpn inhibitor 1%, PLK1 PBD block -4%, EPAC1 antagonist -6% and WRN inhibitor -32%.
Screening O=c1onc(-c2ccccc2)c2ccccc12 returned EPAC1 agonist 8%, CCT modulator 0.4, EPAC2 antagonist 2%, PI5P4K alpha inh -2, PLK1 PBD block -7%, EPAC1 antagonist -7% and WRN inhibitor -14%.
For CCOC(=O)c1n[nH]c2ccccc12 the results were EPAC1 agonist 6%, CCT modulator 1.6, EPAC2 antagonist 8%, PI5P4K alpha inh 5, Mm-Cpn inhibitor 1%, PLK1 PBD block -4%, EPAC1 antagonist 8% and WRN inhibitor -10%.
Screening COc1ccc(-c2cc(N)n(S(=O)(=O)c3ccc(F)cc3)n2)cc1OC returned EPAC1 agonist -7%, CCT modulator 0.5, EPAC2 antagonist -7%, PI5P4K alpha inh 2, Mm-Cpn inhibitor 0%, PLK1 PBD block 3%, EPAC1 antagonist -20% and WRN inhibitor -5%.
COc1ccc(/C=C2\SC(N)=NC2=O)cc1Br was read as EPAC1 agonist 3%, CCT modulator -4.9, EPAC2 antagonist 1%, PI5P4K alpha inh -51*, Mm-Cpn inhibitor -5%, PLK1 PBD block -21%, EPAC1 antagonist -27% and WRN inhibitor -32%.
For Cc1nc(N2CCC(C)CC2)c2nnn(Cc3ccccc3)c2n1 the results were EPAC1 agonist 0%, CCT modulator -0.1, EPAC2 antagonist -1%, PI5P4K alpha inh 17, Mm-Cpn inhibitor 0%, PLK1 PBD block -7%, EPAC1 antagonist 0% and WRN inhibitor -6%.
Screening O=C(Nc1ccccc1F)c1cc(C(=O)Nc2ccccc2F)cc([N+](=O)[O-])c1 returned EPAC1 agonist 3%, CCT modulator 0.3, EPAC2 antagonist 1%, PI5P4K alpha inh 5, Mm-Cpn inhibitor -1%, PLK1 PBD block 1%, EPAC1 antagonist -22% and WRN inhibitor -10%.
`COc1ccc(OC)c(NC(=O)CCNC(=O)N2CC(=O)Nc3ccccc32)c1` gave EPAC1 agonist 2%, CCT modulator 1.2, EPAC2 antagonist 8%, PI5P4K alpha inh 1, PLK1 PBD block -15%, EPAC1 antagonist -9% and WRN inhibitor -1%.
Screening COc1cc(S(=O)(=O)N2CCOCC2)ccc1NC(=O)CN1c2cccc3cccc(c23)S1(=O)=O returned EPAC1 agonist 10%, CCT modulator 0.1, EPAC2 antagonist 2%, PI5P4K alpha inh -7, Mm-Cpn inhibitor inconclusive, PLK1 PBD block -10%, EPAC1 antagonist -7% and WRN inhibitor -2%.
CCN(CC)S(=O)(=O)c1ccc(Oc2ccccc2OC)cc1 was read as EPAC1 agonist 6%, CCT modulator -0.1, EPAC2 antagonist -4%, PI5P4K alpha inh -3, Mm-Cpn inhibitor 2%, PLK1 PBD block -20%, EPAC1 antagonist -25% and WRN inhibitor 2%.
